Compound activity (PubChem BioAssay)
RAM network inh = yeast RAM network inhibition | S. cerevisiae dse1pr::URA3 reporter, 5-FOA growth OD615, 2 d; analog-sensitive cbk1-as2 kinase mutant strain | inhibition, % at 50 µM | hit rate 1.8% among 190,000;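 active means inhibition above a set limit, 3 SD over mean compound inhibition, cut at about 8.4% in these data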;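 further: 0% = DMSO-only wells with no growth and 100% = 10 µM 1-NA-PP1 full growth; inhibition rescues growth on 5-FOA so higher OD means more RAM inhibition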
Redox H2O2 prof = compounds producing H2O2 with reducing agent – biochemical, NIH compound library profiling, artefact control for MLSCN library redox annotation, primary screen; DTT-dependent redox cycling H2O2, phenol red/HRP absorbance; 100% = 100 µM peroxide control, 0% = buffer; activation, % at 10 µM; hit rate 0.03% among 200,000;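 active means activation of at least 50% relative to the plate's high and low controls in the primary single-dose screen; inactive means activation below 50%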;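 further: compound incubated with DTT at 0.8 mM final as the reducing agent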
L major viab = inhibitors of Leishmania major promastigote growth. hit rate 9% among 200,000. inhibition, % at 10 µM. Leishmania major promastigotes, resazurin fluorescence viability;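 further: promastigotes grown with compound for 44 hours at 28 °C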
TLR4 MyD88 comp = TLR4-MyD88 interaction inhibition in cells. O00206+Q99836. inhibition, % at 8.4 µM. AID 861. HeLa CL3-4 TLR4/MyD88 BLA complementation, FRET ratio. hit rate 0.18% among 200,000; in the data active means inhibition above about 25%;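 further: 0% = vehicle and 100% = reference inhibitor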
PMI act satM6P = increases human PMI activity with near-saturating mannose 6-phosphate. activation factor at 20 µM. AID 1216. hit rate 0.34% among 190,000. coupled PMI enzyme assay, resazurin fluorescence, 20 min; stronger effect = higher value; 1 = untreated enzyme, 0 = substrate-free blank. P34949;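 active means activation factor of 2 or more at 20 µM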
Target sequence (P34949 whole entry, looked up): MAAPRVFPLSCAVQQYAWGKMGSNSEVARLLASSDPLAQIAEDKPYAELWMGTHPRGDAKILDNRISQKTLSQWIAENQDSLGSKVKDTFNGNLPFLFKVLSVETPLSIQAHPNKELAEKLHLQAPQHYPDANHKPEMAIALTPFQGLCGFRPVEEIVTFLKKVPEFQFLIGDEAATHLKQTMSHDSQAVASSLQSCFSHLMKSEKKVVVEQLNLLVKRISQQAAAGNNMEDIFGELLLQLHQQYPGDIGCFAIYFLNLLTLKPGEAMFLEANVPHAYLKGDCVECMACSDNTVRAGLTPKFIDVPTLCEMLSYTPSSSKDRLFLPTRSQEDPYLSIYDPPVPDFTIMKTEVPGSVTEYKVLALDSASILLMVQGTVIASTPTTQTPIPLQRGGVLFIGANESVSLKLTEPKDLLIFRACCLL
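Technique: Diaphorase-driven resazurin-to-resorufin fluorescence, excitation 544, emission 590 nm | Assay system: Human PMI in coupled enzyme assay | Times: Enzyme reaction with compound 20 min at room temperature | Medium: HEPES-buffered pH 7.4 with magnesium and detergent | Reagent: Mannose-6-phosphate 1.0 mM (near-saturating) plus 0.22 mM NADP+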
S1P3 antagonist = blocks the human S1P3 receptor; AID 485; inhibition, % at 4.98 µM; hit rate 0.27% among 170,000; CHO S1P3 NFAT-BLA reporter, FRET fluorescence, antagonist mode; Q99500;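 active means inhibition above the plate cutoff, the mean inhibition of test wells on that plate plus 3 SD, cut at about 28% in these data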;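 further: cells challenged with S1P at its EC80 of 0.8 µM; blue over green emission ratio from cleaved BLA substrate after 4 h stimulation; 0% = S1P-stimulated wells and 100% = unstimulated DMSO-only wells; some compounds past the cut are filed as inactive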
Target sequence (Q99500 whole entry, looked up): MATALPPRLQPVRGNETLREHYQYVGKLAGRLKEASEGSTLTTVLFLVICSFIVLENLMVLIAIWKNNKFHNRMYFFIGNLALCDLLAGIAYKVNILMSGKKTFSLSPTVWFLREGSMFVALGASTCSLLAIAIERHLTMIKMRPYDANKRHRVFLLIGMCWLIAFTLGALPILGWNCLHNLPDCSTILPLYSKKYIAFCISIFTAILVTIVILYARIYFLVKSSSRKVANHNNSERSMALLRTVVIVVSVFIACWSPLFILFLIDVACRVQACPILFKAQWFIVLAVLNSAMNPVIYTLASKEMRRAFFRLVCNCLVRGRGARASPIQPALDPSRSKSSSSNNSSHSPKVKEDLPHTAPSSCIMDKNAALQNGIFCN
G6PDH CS = L. mesenteroides G6PDH inhibition counter-screen | Purified L. mesenteroides G6PDH, diaphorase/resazurin coupled fluorescence, 45 min | inhibition, % at 5 µM | hit rate 0.12% among 200,000 | AID 1020
Hsp70 act = switches on Hsp70 transcription; HeLa Hsp70 promoter luciferase reporter, luminescence; scaled: vehicle 0, proteasome-inhibitor control 100%; activation, % at 10 µM; hit rate 0.04% among 200,000;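 active means activation above the mean across all tested compounds plus 3 SD, cutoff set per campaign, cut at about 5.5% in these data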;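 further: 100% = MG132 at 30 µM as the positive control and 0% = DMSO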
PMI activator = activators of human phosphomannose isomerase. P34949. purified human PMI, coupled resazurin fluorescence, 20 min; stronger effect = higher value; 1 = vehicle control, 0 substrate-free wells. activation factor at 20 µM. hit rate 0.005% among 190,000. AID 1214;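 active means activation factor of 2 or more at 20 µM, relative to plate controls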
Diaphorase inh = counter-screen for diaphorase-based assays: diaphorase inhibitors and chemical oxidizers; diaphorase resazurin-to-resorufin fluorescence, NADH, 16 min; bacterial (C. kluyveri) enzyme, not human; inhibition, % at 20 µM; hit rate 0.69% among 190,000;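 active means primary screen inhibition at 20 µM above a set limit, cut at about 50% in these data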;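 further: plate controls were DMSO with full reaction for no effect and wells lacking NADH for full effect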
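Assay system: diaphorase enzyme from Clostridium kluyveri. Quantity: enzyme working solution with 0.14 U/mL diaphorase. Schedule: reaction incubation of 16 min at room temperature. Technique: resorufin fluorescence, excitation 544 nm, emission 590 nm. Controls: No-NADH positive control and DMSO neutral control.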
Diaphorase act = activates diaphorase or chemically reduces, flagging diaphorase assay artifacts. Diaphorase/resazurin coupled assay, resorufin fluorescence, 16 min; stronger effect = higher value; 1 = vehicle wells, 0 = NADH-free wells. activation factor at 20 µM. hit rate 0.005% among 190,000. AID 1229;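 active means diaphorase activity raised at least twofold by the compound at 20 µM; inactive means activation factor below 2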
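Test system: Clostridium kluyveri diaphorase, purified enzyme; input: enzyme 0.07 U/mL final; buffer or medium: 50 mM HEPES pH 7.4 with 4.542 mM MgCl2, 0.005% Tween 20; also added: 0.114 mM NADH and 0.1 mM resazurin, final amounts; schedule: 16 min enzyme reaction, ambient temperature; technique: fluorescence of resorufin, 544 nm excitation, 590 nm emission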
Active calls of the source: *; & = joins results of further samples. Unless noted, no stated cut-off is given here; in the data, active means inhibition above about 50%; inactive means the rest. A portion of the library; rates above refer to the full screens.

`COc1cc2ncnc(Nc3cccc(Cl)c3)c2cc1OC` gave PMI act satM6P 1, S1P3 antagonist 5, G6PDH CS 4, Hsp70 act -0.4, PMI activator 1, Diaphorase inh 26 and Diaphorase act 0.7.
`C/C=C(/C)C(=O)OC(C)(C)[C@@H]1Cc2c(ccc3ccc(=O)oc23)O1` gave RAM network inh 2.0, Redox H2O2 prof 0.5, L major viab 0, TLR4 MyD88 comp -9, PMI act satM6P 1, S1P3 antagonist 5, G6PDH CS 8, Hsp70 act -0.3, PMI activator 1.1, Diaphorase inh 8 and Diaphorase act 0.9.
For CCCc1nc(C(C)(C)O)c(C(=O)O)n1Cc1ccc(-c2ccccc2-c2nn[nH]n2)cc1 the results were PMI act satM6P 1.1, S1P3 antagonist -3, G6PDH CS 7, Hsp70 act 0.3, PMI activator 1.1, Diaphorase inh 14 and Diaphorase act 0.9.
`CN1CCCN=C1COC(=O)C(O)(c1ccccc1)C1CCCCC1` (centres undefined) gave RAM network inh -0.7, Redox H2O2 prof -0.5, L major viab -6, TLR4 MyD88 comp 13, PMI act satM6P 1.1, S1P3 antagonist 4, G6PDH CS 10, Hsp70 act -0.3, PMI activator 1.1, Diaphorase inh 14 and Diaphorase act 0.9.
Cc1cncn1CCc1nc2c3ccccc3nc(SCC(=O)Nc3cccc(Cl)c3)n2n1 was read as RAM network inh 1.9, Redox H2O2 prof -0.5, L major viab 100*, TLR4 MyD88 comp -13, PMI act satM6P 1.1, S1P3 antagonist 10, G6PDH CS 14, Hsp70 act -0.3, PMI activator 0.9, Diaphorase inh -35 and Diaphorase act 1.3.
For N#Cc1ccc(C(c2ccc(C#N)cc2)n2cncn2)cc1 the results were PMI act satM6P 1.1, S1P3 antagonist 11, G6PDH CS 0, Hsp70 act -0.1, PMI activator 1, Diaphorase inh 4 and Diaphorase act 1.
CC1Cc2ccccc2N1NC(=O)c1ccc(Cl)c(S(N)(=O)=O)c1 (centres undefined) was read as RAM network inh 1.7, Redox H2O2 prof 0.7, L major viab -6, TLR4 MyD88 comp 9, PMI act satM6P 1.1, S1P3 antagonist -1, G6PDH CS 4, Hsp70 act -0.4, PMI activator 1, Diaphorase inh 8 and Diaphorase act 0.9.
`CCC(NC(C)C)C(O)c1ccc(O)c2[nH]c(=O)ccc12` (centres undefined) gave RAM network inh 0.0, Redox H2O2 prof 0.7, L major viab -7, TLR4 MyD88 comp 16, PMI act satM6P 0.9, S1P3 antagonist -9, G6PDH CS 18, Hsp70 act -0.3, PMI activator 1, Diaphorase inh 14 and Diaphorase act 0.9.
For Cc1cccc2c1NC(=O)C2(c1ccc(O)cc1)c1ccc(O)cc1 the results were RAM network inh -0.9, Redox H2O2 prof -7.9, L major viab -6, TLR4 MyD88 comp -9, PMI act satM6P 0.9, G6PDH CS -4, Hsp70 act 0.7, PMI activator 0.9, Diaphorase inh 18 and Diaphorase act 0.8.
CC(C)=CCOc1c2ccoc2cc2oc(=O)ccc12 was read as RAM network inh 3.3, Redox H2O2 prof 0.3, L major viab -3, TLR4 MyD88 comp 4, PMI act satM6P 0.9, S1P3 antagonist -3, G6PDH CS 15, Hsp70 act 1.9, PMI activator 1, Diaphorase inh 21 and Diaphorase act 0.8.
For CCCCNc1ccc(C(=O)OCCN(C)C)cc1 the results were RAM network inh 0.0, Redox H2O2 prof 0.3, L major viab -5, TLR4 MyD88 comp -14, PMI act satM6P 1, S1P3 antagonist 15, G6PDH CS 11, Hsp70 act 0.1, PMI activator 1, Diaphorase inh 22 and Diaphorase act 0.8.
Screening O=C(O)CCC(=O)c1ccc(-c2ccccc2)cc1 returned RAM network inh -0.7, Redox H2O2 prof 0.2, L major viab -5, TLR4 MyD88 comp 0, PMI act satM6P 1, S1P3 antagonist -4, G6PDH CS 5, Hsp70 act -0.2, PMI activator 1, Diaphorase inh 10 and Diaphorase act 0.9.
`C/C=C/C(=O)N(CC)c1ccccc1C` gave PMI act satM6P 1, S1P3 antagonist -10, G6PDH CS 4, Hsp70 act -0.3, PMI activator 1, Diaphorase inh 4 and Diaphorase act 1.
For C=CC[n+]1ccc(/C=C2\C=Cc3cc(C)ccc3N2CC)c2ccccc21 the results were RAM network inh 0.2, Redox H2O2 prof 0.3, L major viab 100*, TLR4 MyD88 comp 3, PMI act satM6P 0.4, S1P3 antagonist 30*, G6PDH CS 26, Hsp70 act -0.1, PMI activator 0.4, Diaphorase inh 35 and Diaphorase act 0.7.
For COc1ccc(C2CNC(=O)C2)cc1OC1CCCC1 (centres undefined) the results were RAM network inh -0.6, Redox H2O2 prof -0.3, L major viab -3, TLR4 MyD88 comp 5, PMI act satM6P 1&1, S1P3 antagonist 1&2&-2, G6PDH CS 10&10, Hsp70 act -0.2&0.2&0.6, PMI activator 1&0.9, Diaphorase inh 0&-1 and Diaphorase act 1&1.
COc1ccc(C[C@H]2COC(=O)[C@@H]2Cc2ccc(OC3OC(CO)C(O)C(O)C3O)c(OC)c2)cc1OC (some centres undefined) was read as RAM network inh 1.2, Redox H2O2 prof 0.5, L major viab -3, TLR4 MyD88 comp -3, PMI act satM6P 1.1, S1P3 antagonist -7, G6PDH CS 11, Hsp70 act -0.4, PMI activator 1.1, Diaphorase inh 2 and Diaphorase act 1.
O=c1oc2c(O)c(O)cc3c(=O)oc4c(O)c(O)cc1c4c23 was read as RAM network inh 3.0, Redox H2O2 prof 0.5, L major viab -7, TLR4 MyD88 comp 9, PMI act satM6P 0.4, S1P3 antagonist -11, G6PDH CS 28, Hsp70 act -0.3, PMI activator 0.3, Diaphorase inh 86* and Diaphorase act 0.1.
`CCn1cc(C(=O)O)c(=O)c2cnc(N3CCNCC3)nc21` gave RAM network inh 1.0, Redox H2O2 prof -0.2, L major viab -1, TLR4 MyD88 comp 4, PMI act satM6P 0.9, S1P3 antagonist 12, G6PDH CS 19, Hsp70 act 0.1, PMI activator 0.9, Diaphorase inh 15 and Diaphorase act 0.8.
`CCCCCC(=O)O[C@]1(C(C)=O)CC[C@H]2[C@@H]3CCC4=CC(=O)CC[C@]4(C)[C@H]3CC[C@@]21C` gave RAM network inh 12*, Redox H2O2 prof -0.1, L major viab 34, TLR4 MyD88 comp 1, PMI act satM6P 0.9, S1P3 antagonist 0, G6PDH CS 10, Hsp70 act -0.5, PMI activator 0.8, Diaphorase inh 24 and Diaphorase act 0.8.
`O=C(O)c1cccnc1Nc1cccc(C(F)(F)F)c1` gave RAM network inh -0.8, Redox H2O2 prof 0.5, L major viab -10, TLR4 MyD88 comp -8, PMI act satM6P 1.1, S1P3 antagonist -5, G6PDH CS 3, Hsp70 act -0.4, PMI activator 1.2, Diaphorase inh 8 and Diaphorase act 0.9.
`CC(=O)CCCCn1c(=O)c2c(ncn2C)n(C)c1=O` gave RAM network inh -0.3, Redox H2O2 prof 2.1, L major viab -7, TLR4 MyD88 comp -2, PMI act satM6P 1&0.9, S1P3 antagonist -6, G6PDH CS 6&4, Hsp70 act -0.3&0.2, PMI activator 0.9&0.9, Diaphorase inh 6&8 and Diaphorase act 0.9&0.9.
Screening CC(=O)Nc1ccc(CC(=O)O)cc1 returned PMI act satM6P 1, S1P3 antagonist -10, G6PDH CS 6, Hsp70 act 0.6, PMI activator 1, Diaphorase inh -3 and Diaphorase act 1.
Screening CN(C)CCCC1(c2ccc(F)cc2)OCc2cc(C#N)ccc21 (centres undefined) returned RAM network inh 2.6, Redox H2O2 prof 0.3, L major viab -5, TLR4 MyD88 comp 6, PMI act satM6P 1.1&1, S1P3 antagonist 5&-27, G6PDH CS 16&6, Hsp70 act -0.4&0.0, PMI activator 1.1&1, Diaphorase inh 18&13 and Diaphorase act 0.8&0.9.
Screening Cc1ccc(N(CC2=NCCN2)c2cccc(O)c2)cc1 returned RAM network inh 1.9&1.0&1.7, Redox H2O2 prof 0.9&-0.3&-0.3, L major viab -2&-4&-2, TLR4 MyD88 comp -11&-5&-17, PMI act satM6P 0.7&0.8, S1P3 antagonist -3, G6PDH CS 5&12, Hsp70 act -0.1&-0.2&-0.2, PMI activator 0.9&1, Diaphorase inh 8&3 and Diaphorase act 0.9&1.
`CNCCCN1c2ccccc2CCc2ccccc21` gave RAM network inh 0.8, Redox H2O2 prof 0.6, L major viab 82*, TLR4 MyD88 comp -2, PMI act satM6P 1.1, S1P3 antagonist -6, G6PDH CS 4, Hsp70 act -0.2, PMI activator 1.2, Diaphorase inh -10 and Diaphorase act 1.1.
For C1COC(NC(C2CC2)C2CC2)=N1 the results were RAM network inh -0.6, Redox H2O2 prof 0.3, L major viab -4, TLR4 MyD88 comp 9, PMI act satM6P 1.1, S1P3 antagonist -5, G6PDH CS 3, Hsp70 act -0.2, PMI activator 1.1, Diaphorase inh 10 and Diaphorase act 0.9.

Structures above that contain a carbonyl joined to an NH by a bond outside any ring (3):
Cc1cncn1CCc1nc2c3ccccc3nc(SCC(=O)Nc3cccc(Cl)c3)n2n1 was read as RAM network inh 1.9, Redox H2O2 prof -0.5, L major viab 100*, TLR4 MyD88 comp -13, PMI act satM6P 1.1, S1P3 antagonist 10, G6PDH CS 14, Hsp70 act -0.3, PMI activator 0.9, Diaphorase inh -35 and Diaphorase act 1.3.
CC1Cc2ccccc2N1NC(=O)c1ccc(Cl)c(S(N)(=O)=O)c1 (centres undefined) was read as RAM network inh 1.7, Redox H2O2 prof 0.7, L major viab -6, TLR4 MyD88 comp 9, PMI act satM6P 1.1, S1P3 antagonist -1, G6PDH CS 4, Hsp70 act -0.4, PMI activator 1, Diaphorase inh 8 and Diaphorase act 0.9.
Screening CC(=O)Nc1ccc(CC(=O)O)cc1 returned PMI act satM6P 1, S1P3 antagonist -10, G6PDH CS 6, Hsp70 act 0.6, PMI activator 1, Diaphorase inh -3 and Diaphorase act 1.
